Screening results (PubChem BioAssay)
LYPLA1 counter: counter-screen for PME1 inhibitors: inhibitors of human LYPLA1 | O75608 | recombinant LYPLA1, FP-Rh probe fluorescence polarization | inhibition, % at 5.9 µM | 320,000 compounds, 0.16% hits | AID 2174;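 active means inhibition above the mean of all tested compounds plus 3 SD, set per campaign, cut at about 14% in these data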;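 further: inhibitors block serine hydrolase probe labeling of LYPLA1 so polarization falls; 0% = enzyme with DMSO and 100% = wells lacking LYPLA1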
Target sequence (O75608 whole entry, looked up): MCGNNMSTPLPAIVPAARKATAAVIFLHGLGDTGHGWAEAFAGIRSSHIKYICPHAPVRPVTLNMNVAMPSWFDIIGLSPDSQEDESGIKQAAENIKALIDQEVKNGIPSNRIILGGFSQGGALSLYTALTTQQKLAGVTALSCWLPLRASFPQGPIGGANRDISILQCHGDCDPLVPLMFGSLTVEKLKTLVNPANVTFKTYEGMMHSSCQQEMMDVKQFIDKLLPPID
GSTO1 inh: blocks human GSTO1 in RBBP9 counter-screen. recombinant GSTO1, activity-based probe fluorescence polarization. 300,000 compounds, 1.1% hits. AID 1974. P78417. inhibition, % at 5.96 µM;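 active means inhibition above the campaign mean inhibition plus 3 SD, cut at about 35% in these data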;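 further: 0% = GSTO1-1 with DMSO and 100% = wells lacking GSTO1-1 enzyme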
EBNA-1 inhibitor: blocks EBNA-1 binding to DNA; EBNA-1 DNA binding, fluorescence polarization; inhibition, % at 14.8 µM; 300,000 compounds, 0.34% hits; AID 1950; in the data active means inhibition above about 28%
PAFAH1B3 inh: inhibitors of human PAFAH1B3; Q15102; recombinant PAFAH1B3, FP-rhodamine probe, fluorescence polarization; inhibition, % at 3.39 µM; 340,000 compounds, 0.28% hits; AID 492972;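 active means inhibition above the screen-wide average of all tested compounds plus 3 SD, cut at about 25% in these data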;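 further: 0% = enzyme with DMSO only and 100% = wells lacking PAFAH1B3 protein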
Target sequence (Q15102 whole entry, looked up): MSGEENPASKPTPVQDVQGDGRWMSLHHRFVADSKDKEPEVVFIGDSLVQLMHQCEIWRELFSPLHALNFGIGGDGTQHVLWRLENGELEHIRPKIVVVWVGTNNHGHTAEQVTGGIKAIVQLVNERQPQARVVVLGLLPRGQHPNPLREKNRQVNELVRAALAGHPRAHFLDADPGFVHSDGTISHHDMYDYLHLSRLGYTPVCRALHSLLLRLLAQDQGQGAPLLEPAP
LYPLA2 inh: counter-screen for PME1 inhibitors: inhibitors of human LYPLA2; 320,000 compounds, 0.38% hits; AID 2177; inhibition, % at 5.9 µM; recombinant LYPLA2, FP-Rh probe fluorescence polarization;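 active means inhibition above the screen-wide mean plus 3 SD, limit set per campaign, cut at about 26% in these data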;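 further: 0% = LYPLA2 with DMSO and 100% = wells lacking LYPLA2 enzyme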
Target sequence (O95372 whole entry, looked up): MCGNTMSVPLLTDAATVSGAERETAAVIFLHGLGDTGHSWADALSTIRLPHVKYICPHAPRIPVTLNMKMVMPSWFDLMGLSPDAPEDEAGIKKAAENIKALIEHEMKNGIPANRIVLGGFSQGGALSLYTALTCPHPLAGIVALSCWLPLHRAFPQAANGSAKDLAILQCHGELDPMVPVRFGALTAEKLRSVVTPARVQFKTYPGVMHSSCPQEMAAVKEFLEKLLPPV
PREPL inhibitor: inhibitors of human prolyl oligopeptidase-like enzyme PREPL; recombinant PREPL, fluorescence polarization activity-based probe; AID 2751; inhibition, % at 5.96 µM; 320,000 compounds, 0.68% hits; in the data active means inhibition above about 43%;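 further: 0% = enzyme with DMSO and 100% = wells lacking enzyme; many of its hits are not listed in these tables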
ZTA counter: counter-screen for EBNA-1 inhibitors: inhibitors of Epstein-Barr virus ZTA. ZTA-DNA binding, fluorescence polarization. AID 2234. 320,000 compounds, 0.15% hits. inhibition, % at 11 µM. P03206; in the data active means inhibition above about 33%
Target sequence (P03206 whole entry, looked up): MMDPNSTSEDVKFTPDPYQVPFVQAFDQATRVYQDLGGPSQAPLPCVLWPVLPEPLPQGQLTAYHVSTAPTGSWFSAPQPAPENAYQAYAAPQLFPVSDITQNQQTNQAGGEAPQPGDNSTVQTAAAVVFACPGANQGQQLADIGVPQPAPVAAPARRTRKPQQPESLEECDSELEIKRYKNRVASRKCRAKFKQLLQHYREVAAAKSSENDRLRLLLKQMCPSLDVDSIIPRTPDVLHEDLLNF
PAD4 FP inh: inhibitors of human PAD4; Q9UM07; 330,000 compounds, 0.41% hits; inhibition, % at 6.36 µM; recombinant PAD4, RCA probe fluorescence polarization;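 active means percent inhibition above a cutoff equal to the mean of all tested compounds plus 3 SD, cut at about 15% in these data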;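 further: 0% = PAD4 with RCA probe and DMSO and 100% = probe without PAD4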
PAFAH2 inh: inhibitors of human PAFAH2. Q99487. recombinant PAFAH2, FP-rhodamine activity probe, fluorescence polarization. inhibition, % at 3.39 µM. 340,000 compounds, 0.99% hits. AID 492956;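 active means inhibition above the mean over all tested compounds plus 3 SD, cut at about 30% in these data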;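 further: inhibitors block probe labeling of enzyme so polarization drops; 0% = enzyme with DMSO and 100% = wells lacking PAFAH2 protein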
Active calls of the source: *; / = not tested or not shown.

Values in the order – LYPLA1 counter	GSTO1 inh	EBNA-1 inhibitor	PAFAH1B3 inh	LYPLA2 inh	PREPL inhibitor	ZTA counter	PAD4 FP inh	PAFAH2 inh
O=C(Nc1ccc(NC(=O)c2ccco2)nc1)c1cccnc1
→ 2	-5	5	-3	2	14	-2	0	1
CCOC(=O)N1CCN(C(=O)c2cc3c(-c4ccc(Cl)cc4)nn(C)c3s2)CC1
→ 0	-3	-3	1	-1	-1	-2	0	5
C/C(=N/NC(=O)c1ccco1)c1cccnc1
→ -2	0	-10	-1	-3	-4	-12	-3	-8
O=C(CCc1ccccc1)N=C1SC2CS(=O)(=O)CC2N1Cc1ccccc1 (stereo not drawn)
→ 1	2	3	5	-9	24	-1	-1	5
O=C(CN1CCCC1)OCCCC1CCCCC1
→ 0	-7	-5	8	4	-19	-13	1	6
COCCOC(=O)C1=C(C)NC(=O)NC1c1ccc(-c2ccc(F)cc2)o1 (stereo not drawn)
→ -2	-13	0	8	5	-2	-22	-1	1
O=C(O)Cn1nnc2ccccc21
→ -1	-12	-2	6	4	-2	-1	-3	-1
COc1cc2c(c(OC)c1OC)-c1c(cc(OC)c(OC)c1OC)C[C@](C)(O)[C@@H](C)C2
→ 3	0	2	7	3	0	5	-3	-2
COc1cccc(-c2ccc3ncnc(NCc4cccc(C)c4)c3c2)c1
→ -21	/	/	1	-47	-13	-5	-2	-21
CC1(C)NC(=O)N(CC(O)COc2ccc(-c3ccccc3)cc2)C1=O (stereo not drawn)
→ -2	1	2	9	-1	6	0	-3	5
O=C1c2ccccc2C(=O)N1Cc1ccc2c(c1)OCO2
→ 2	2	5	2	7	3	-11	-1	-1
O=C(O)CN1C(=O)CC(Cc2ccccc2)C1=O (stereo not drawn)
→ -2	-1	2	0	10	6	-21	5	0
O=C1CCCN1c1nccs1
→ 1	-1	-4	2	-6	-1	-21	-1	2
CCOc1ccc2nc(NC(=O)c3ccoc3C)sc2c1
→ -3	-3	6	3	1	14	-3	4	-36
O=c1c(-c2ccc(Cl)cc2)coc2c(CN3CCCCC3)c(O)ccc12
→ 0	11	0	0	1	10	3	0	2
COc1cccc(N2CC(=O)N(c3cccc(OC)c3)CC2=O)c1
→ 5	-4	-1	4	4	2	5	-1	5
C/C(Cc1ccccc1)=N\NC(=O)CNC(=O)COc1ccccc1
→ -4	-4	6	1	1	-2	6	4	-5
COc1cc(/C=C/C(=O)OCC(=O)Nc2c(C)n(C)n(-c3ccccc3)c2=O)ccc1OCC#N
→ -3	4	12	6	5	0	-18	4	0
COc1cc(NC(=O)COC(=O)CNS(=O)(=O)c2ccc(F)c(F)c2F)cc(OC)c1
→ -4	-2	0	-7	1	5	15	-2	3
CCc1ccccc1N(CC(=O)NC(C)(C)C)C(=O)CCC(=O)Nc1ccccn1
→ -1	-3	-3	6	-2	5	-31	-3	6
Cc1onc(-c2ccccc2)c1C(=O)N/N=C/c1c(F)cccc1Cl
→ 0	2	-4	2	2	-4	4	-2	-2
CC(=O)c1ccc(C(=O)Nc2ccc3c(c2)C(=O)NC3=O)cc1
→ -2	5	-1	5	0	-8	-4	2	1
CC1(C)CC(=O)C2=C(C1)NC(SCC(=O)Nc1ccccc1)=C(C#N)C21CCCCC1
→ 3	3	-9	-2	1	6	-16	-2	0
CCOc1cccc2sc(N3CCN(C(=O)c4ccc5ncsc5c4)CC3)nc12
→ 1	11	-2	-14	6	16	1	-1	0
O=[N+]([O-])c1ccccc1Nc1ccc(O)cc1
→ 3	7	-10	6	11	25	-28	1	1
CC(=O)c1sc(C(C)(C)C)cc1NC(=O)/C=C/C(=O)O
→ 0	-4	-4	44*	-2	-10	2	-1	12
O=C(Cn1cc2c(n1)CCCC2)N1CCCC1
→ 3	2	1	-1	-3	-6	12	-1	-1
CCC(C)n1c(SCc2ccccc2)nc2ccsc2c1=O (stereo not drawn)
→ -2	-2	3	5	-2	8	4	0	6
COc1ccccc1NC(=O)CC1CCCC1
→ -2	4	-2	2	4	-7	14	3	-7
CC(=O)c1ccc(NC(=O)c2c(C)nn(-c3ccccc3)c2Cl)cc1
→ -4	-1	-18	8	1	7	-14	1	-4
O=C(COc1ccccc1)NCC(=O)N/N=C/c1ccco1
→ 0	0	-3	-3	0	3	-6	0	-4
CCCCCCc1cc2cc(C(=O)Nc3ccccc3OC)c(=O)oc2cc1O
→ -4	0	5	6	1	-6	-1	4	-2
CCOc1ccc(/C=N/NC(=O)CN2CCCCCCC2)cc1
→ 3	4	1	0	-2	4	-3	1	12
O=C(Nc1cccc([N+](=O)[O-])c1)c1ccc2nsnc2c1
→ -1	0	0	0	3	20	-3	1	-4
COc1cccc(CN2CCNC(=O)C2CC(=O)N(C)CCC2CCOCC2)c1 (stereo not drawn)
→ -2	4	-2	0	-4	0	-1	1	1
Cc1cc(Cl)ccc1OCC(=O)OCC(=O)N(CC(C)C)c1c(N)n(Cc2ccccc2)c(=O)[nH]c1=O
→ -1	-4	7	-1	-1	20	2	0	12
O=C(NC(=S)Nc1ccccc1O)c1ccc(Cl)cc1Cl
→ -1	4	3	5	3	8	1	-1	-3
CCN(CC)S(=O)(=O)c1cc([N+](=O)[O-])ccc1NNC(=O)Nc1ccc(F)cc1
→ -4	-1	-2	-2	-2	-3	9	-1	-3
Cc1cc(C(=O)NC(C)c2ccc3c(c2)OCO3)cs1 (stereo not drawn)
→ 0	-1	-5	7	-7	15	7	2	-15
COc1ccc(NC(=O)c2cc3ccccc3o2)cn1
→ -1	-3	22	2	6	3	9	1	1
CC(=O)Nc1ccc(-c2cc(N)n(-c3ccccc3)n2)cc1
→ -6	-8	11	-1	-4	6	3	-2	-6
O=C(CS(=O)(=O)c1ccccc1)Nc1ccc(Br)cn1
→ 0	2	23	9	3	-37	13	-2	-2
COc1ccc(N2CCN(CCCNC(=O)c3cc4sccc4n3C)CC2)cc1
→ 4	1	-5	2	33*	24	3	0	2
COc1ccc(C(=O)NCc2nnc(SCC(=O)NO)n2Cc2ccccc2)cc1
→ 1	-3	-9	12	-1	0	-18	-5	0
C=CC[C@H](CC(=O)N(CCO)Cc1ccccc1)C(=O)N[C@H](C)COC(=O)[C@@H](CC=C)CC(=O)OC(C)(C)C
→ /	/	/	5	/	10	/	-1	8
Nc1ccccc1C(=O)NCc1ccc(F)cc1
→ 1	6	7	4	3	-1	15	-2	10
COCCN1C(=O)C(=O)/C(=C(/O)c2ccc3c(c2)OCCO3)C1c1ccc(C(=O)OC)cc1 (stereo not drawn)
→ -1	-7	-22	-2	-8	12	17	0	8
CC(C)CC1Nc2ccc(C(=O)NCc3ccc4c(c3)OCO4)cc2NC1=O (stereo not drawn)
→ -3	45*	-10	-7	3	-4	-7	6	-4
Cc1ccc2nc(-c3cccs3)oc(=O)c2c1
→ 0	-5	-7	11	-1	-10	4	-1	54*
CSCCC(NC(=O)c1ccccc1Br)C(=O)NCC1CCCCC1 (stereo not drawn)
→ 2	2	2	-5	-2	-3	4	0	2

(cont.)
Values in the order – LYPLA1 counter	GSTO1 inh	EBNA-1 inhibitor	PAFAH1B3 inh	LYPLA2 inh	PREPL inhibitor	ZTA counter	PAD4 FP inh	PAFAH2 inh
O=[N+]([O-])c1ccc(COc2ccc(-c3[nH]ncc3-c3ccccc3)c(O)c2)cc1
→ -13	3	5	4	-10	14	9	1	-6
O=C1OC(OC(=O)c2ccccc2Br)C(N2CCOCC2)=C1Cl (stereo not drawn)
→ -1	1	-7	2	1	-6	-8	1	8
CSc1nc(-c2ccccc2)nn1C(=O)c1ccccc1
→ -3	-10	0	1	-3	14	-18	-2	6
Nc1nc(-c2ccco2)nn1C(=O)c1ccc([N+](=O)[O-])cc1
→ 2	-10	-5	9	5	0	-8	-4	-6
CCn1c(C)c(C(C)=O)c(N2CCN(c3ccc(OC)cc3)CC2)nc1=S
→ 5	8	1	0	16	42	-2	-2	9
COc1ccc(C(=O)NCCC2=CCCCC2)cc1
→ 0	5	-4	12	5	-12	-10	-1	7
COc1ccc(CS(=O)(=O)CC(C)(O)c2ccc(Cl)cc2)cc1 (stereo not drawn)
→ -4	5	-4	1	-2	-18	-8	-4	2
COc1ccc(C2(CNC(=O)C(c3ccccc3)c3ccccc3)CCOCC2)cc1OC
→ 0	-2	6	7	1	4	4	1	7
CC1(C)Cc2c(C#N)c(SCCC#N)nc(N3CCOCC3)c2CS1
→ 1	-7	-6	5	8	4	-16	-3	-3
COc1ccccc1COc1ccc2c(C)c(CCC(=O)O)c(=O)oc2c1C
→ 1	1	5	3	3	-2	-1	-2	6
CCCC(=O)C1=C(O)C(C(=O)OC)C(C)(C)CC1=NCCCCCC(=O)O (stereo not drawn)
→ -2	-1	-9	2	1	-4	4	0	-12
CC(C)(C)NC(=O)C(c1ccco1)N(C(=O)Cn1nnc(-c2ccc(F)cc2)n1)c1ccccc1 (stereo not drawn)
→ 1	8	-3	/	-1	16	-13	1	/
Cc1nn(-c2ccc(Cl)c(Cl)c2Cl)c(=O)c2ccccc12
→ 1	4	11	6	18	5	9	1	0
CCOc1cc(C2C(C(=O)OC)=CN(Cc3ccc(Cl)cc3)C=C2C(=O)OC)ccc1O
→ 0	9	5	0	1	30	5	1	1
CCOc1ccc(C(=O)NCC(=O)OC(C)C(=O)NCc2ccco2)cc1OCC (stereo not drawn)
→ 9	3	7	-1	2	9	-8	-1	-1
O=C(Nc1nccs1)c1cc([N+](=O)[O-])ccc1Cl
→ 0	17	-12	15	-5	1	-8	0	11
Cc1cc(Cl)cc(C)c1OCC(=O)NC1CCCCCC1
→ /	/	/	12	/	12	/	-1	8
CC(/C=N/NC(=O)c1cc(-c2ccc(C)s2)[nH]n1)=C\c1ccccc1
→ -11	-10	-4	-12	-20	-2	8	-2	-6
COc1ccccc1OCCNC(=O)CN(c1cccc(C)c1)S(=O)(=O)c1ccccc1
→ -2	1	-3	0	2	3	-13	2	4
COc1ccc2nc(Sc3c([N+](=O)[O-])nc(C)n3Cc3ccccc3)[nH]c2c1
→ -3	4	2	/	-5	2	20	7	/
COCCOc1nc2c(c(=O)n(C)c(=O)n2C)n1Cc1cccc(OC)c1
→ -2	3	-4	0	1	16	-4	-9	2
CCOC(=O)C1(Cc2ccccc2C)CCCN(S(C)(=O)=O)C1 (stereo not drawn)
→ -4	-6	-9	0	-5	10	-6	-1	11
O=C(CS(=O)(=O)Cc1ccccc1)N1CCN(Cc2ccc3c(c2)OCO3)CC1
→ 2	-2	4	-3	1	2	17	4	0
COc1ccc(N(CC(=O)NCCSc2ccc(C)cc2)S(=O)(=O)c2ccccc2)c(OC)c1
→ -1	2	-3	6	-7	-21	12	-1	-18
CC(C(=O)NC1CC(C)(C)NC(C)(C)C1)c1ccc([N+](=O)[O-])cc1 (stereo not drawn)
→ 2	-5	5	-7	1	4	-5	0	1
O=C(CCc1c[nH]c2ccccc12)NCCc1ccccc1
→ -2	4	6	0	-4	0	4	1	1
Cc1cnc(NC(=O)CSc2nnc(-c3ccccc3)o2)s1
→ -4	15	-10	3	-4	4	19	3	-4
O=C(NCc1ccccc1Cl)NC(=O)c1ccccc1
→ 0	5	-3	-7	-2	4	0	-1	11
Cc1ccc(C(=O)Nc2ccccc2)cc1S(=O)(=O)N1CCN(C)CC1
→ 2	4	12	2	-4	-12	15	1	-3
Cc1cc(C)nc(NC(=S)Nc2cccc(Cl)c2Cl)c1
→ 4	8	3	6	5	1	11	-2	2
Cc1ccc(NC(=O)c2ccccc2F)nc1
→ 3	5	-3	10	8	-2	-2	2	3

The list is partial. The share of hits here may be higher or lower than overall.
